From PubChem
PME-1 primary – PME-1 inhibitors via competitive probe labeling, primary screen, biochemical, fluorescence polarization, FP-Rh probe, HTS; recombinant PME-1; inhibition, % at 5.9 µM; 320,000 tested, 0.53% active; AID 2130, 2009;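 active = inhibition above the campaign mean of all compounds plus 3 SD, cut at about 26% in these data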;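 also: competitive labeling of PME-1 active site by serine hydrolase directed probe; 0% = PME-1 with DMSO and 100% = wells lacking PME-1 enzyme; inhibitors block probe labeling so polarization falls and inhibition rises; many of its hits are not listed in these tables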
GLD-1 RNA inh – GLD-1/TGE RNA complex disruptors, primary screen, biochemical, fluorescence polarization. purified GLD-1 + fluorescein TGE RNA. 320,000 tested, 0.44% active. AID 2280, 2010. inhibition, % at 5.96 µM;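 active = percent inhibition above a per-plate cutoff, the plate mean of test compounds plus 3 SD, cut at about 30% in these data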;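 also: 0% = DMSO wells with GLD-1 and probe and 100% = wells lacking GLD-1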
PAD4 FP inh – human PAD4 inhibitors, primary screen, biochemical, fluorescence polarization, 1536-well format | inhibition, % at 6.36 µM | recombinant PAD4, RCA probe fluorescence polarization | 330,000 tested, 0.41% active | Protein-arginine deiminase type-4 (Homo sapiens), Q9UM07;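 active = percent inhibition above a cutoff equal to the mean of all tested compounds plus 3 SD, cut at about 15% in these data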;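 also: 0% = PAD4 with RCA probe and DMSO and 100% = probe without PAD4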
Target sequence (Q9UM07 whole entry, looked up): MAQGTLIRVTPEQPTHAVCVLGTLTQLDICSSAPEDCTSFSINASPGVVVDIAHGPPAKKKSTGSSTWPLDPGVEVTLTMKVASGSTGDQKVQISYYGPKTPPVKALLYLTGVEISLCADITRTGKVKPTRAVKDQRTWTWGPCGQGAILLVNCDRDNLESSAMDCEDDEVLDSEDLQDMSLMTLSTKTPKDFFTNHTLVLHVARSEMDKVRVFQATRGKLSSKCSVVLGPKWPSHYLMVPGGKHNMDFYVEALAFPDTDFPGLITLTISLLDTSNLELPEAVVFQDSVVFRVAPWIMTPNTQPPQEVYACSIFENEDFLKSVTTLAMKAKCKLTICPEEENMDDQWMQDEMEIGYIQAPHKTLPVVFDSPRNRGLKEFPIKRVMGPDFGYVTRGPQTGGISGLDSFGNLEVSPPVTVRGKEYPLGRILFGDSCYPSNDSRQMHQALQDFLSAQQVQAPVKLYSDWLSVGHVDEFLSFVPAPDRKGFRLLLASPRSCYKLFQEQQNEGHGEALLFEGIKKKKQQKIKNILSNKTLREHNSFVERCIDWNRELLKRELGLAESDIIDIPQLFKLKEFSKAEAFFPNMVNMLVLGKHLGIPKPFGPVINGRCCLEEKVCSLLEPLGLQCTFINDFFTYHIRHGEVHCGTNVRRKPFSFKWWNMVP
TPT1 inhibitor – Candida albicans TPT1 enzyme inhibitors, primary screen, biochemical, fluorescence polarization. inhibition, % at 5 µM. tRNA 2'-phosphotransferase TPT1 (Candida albicans SC5314). 300,000 tested, 0.81% active. recombinant caTPT1, FP RNA substrate dephosphorylation;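 active = inhibition above the mean of all tested compounds plus 3 SD, set per screening campaign, cut at about 24% in these data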;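 also: plate controls were DMSO alone for no effect and ferristatin control at 100 nM for full effect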
GSTO1 counter – inhibitors of recombinant GSTO1, primary screen, counter-screen for RBBP9 inhibitor project, biochemical, fluorescence polarization; AID 1974, 2009; 300,000 tested, 1.1% active; Glutathione S-transferase omega-1 (Homo sapiens), P78417; inhibition, % at 5.96 µM; activity-based probe fluorescence polarization;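 active = inhibition above the campaign mean inhibition plus 3 SD, cut at about 35% in these data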;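 also: 0% = GSTO1-1 with DMSO and 100% = wells lacking GSTO1-1 enzyme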
Fam108B counter – mouse Fam108B serine hydrolase inhibitors, primary screen, counter-screen for RBBP9 inhibitor project, biochemical, fluorescence polarization; recombinant Fam108B, FP-Rh probe fluorescence polarization; AID 1947, 2009; inhibition, % at 9.51 µM; 300,000 tested, 0.33% active;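 active = inhibition above the screen mean inhibition plus 3 SD, computed separately per campaign, cut at about 18% in these data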;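 also: inhibitors lower polarization as less probe binds the enzyme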
MEX-5 binding – MEX-5 zinc finger RNA-binding disruptors – biochemical, C. elegans, fluorescence polarization, MLPCN library, primary screen; Zinc finger protein mex-5 (Caenorhabditis elegans), Q9XUB2; MEX-5/FITC-TCR2 RNA binding; active compounds read low; activity score (negative = inhibition of binding), % at 10 µM; 300,000 tested, 0.38% active; AID 1832, 2009;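 active = inhibition past about -25% in most replicates, and total fluorescence under double the plate's negative control median, limit read from the data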;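 also: 0% = DMSO and -100% = 5 µM competing unlabeled TCR2 RNA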
MCL1 BIM primary – inhibitors of MCL1 binding to BIM-BH3, primary screen, biochemical, fluorescence polarization | Induced myeloid leukemia cell differentiation protein Mcl-1 (Homo sapiens), Q07820 | GST-MCL1 / FITC-Bim-BH3 fluorescence polarization | inhibition, % at 10.9 µM | 320,000 tested, 0.68% active | AID 2057, 2009;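 active = inhibition above the mean inhibition of all tested compounds plus 3 SD, set per campaign, cut at about 40% in these data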;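 also: 0% = DMSO wells and 100% = unlabeled Bim-BH3 peptide control; higher means more loss of mP so more displacement of Bim peptide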
BCLXL inh – inhibitors of human Bcl-xL, primary screen, biochemical, fluorescence polarization, HTS. 320,000 tested, 0.7% active. Bcl-2-like protein 1 (Homo sapiens), Q07817. inhibition, % at 10.9 µM. GST-Bcl-xL / FITC-Bim BH3 peptide fluorescence polarization;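 active = inhibition above the mean of all tested compounds plus 3 SD, cutoff set per campaign, cut at about 30% in these data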;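 also: 0% = DMSO wells and 100% = unlabeled Bim-BH3 peptide competitor; inhibitors lower millipolarization by displacing the labeled peptide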
Target sequence (Q07817 whole entry, looked up): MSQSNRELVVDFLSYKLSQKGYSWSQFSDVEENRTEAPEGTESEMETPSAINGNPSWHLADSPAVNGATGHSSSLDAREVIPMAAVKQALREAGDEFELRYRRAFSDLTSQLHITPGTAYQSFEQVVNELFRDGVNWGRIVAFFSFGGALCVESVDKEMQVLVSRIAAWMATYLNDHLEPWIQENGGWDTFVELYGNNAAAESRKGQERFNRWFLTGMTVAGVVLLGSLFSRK
* hit, by the source's call; · = not tested or not shown.

SMILES | PME-1 primary | GLD-1 RNA inh | PAD4 FP inh | TPT1 inhibitor | GSTO1 counter | Fam108B counter | MEX-5 binding | MCL1 BIM primary | BCLXL inh
CN(CC(=O)Nc1ccc(S(N)(=O)=O)cc1)Cc1ccccc1F | 1 | 1 | 3 | 0 | 1 | -1 | -0.6 | -11 | -1
CN(C)c1ccc(/C=N/NC(=O)c2sccc2-n2cccc2)cc1 | 2 | 2 | -2 | 2 | 7 | 4 | -0.6 | 6 | 13
COc1ccc(O)c(/C=N/NS(=O)(=O)c2ccc(C)cc2)c1 | -6 | 3 | 2 | 1 | -2 | -6 | 0.0 | -9 | 6
Cc1cc(C)c(OCCN(C)Cc2ccccc2)c(Br)c1 | -1 | 2 | 0 | -3 | -1 | 2 | 0.5 | 2 | 9
COc1ccc(S(=O)(=O)c2nnn(-c3ccccc3Cl)c2N)cc1 | 1 | -2 | -4 | 1 | -7 | 0 | 0.6 | 7 | 3
O=C(Nc1ccccc1)NC1CCCCCCC1 | -1 | -1 | 2 | -4 | -2 | 6 | 0.4 | 3 | 2
O=C(N/N=C(\c1ccccc1)c1cccnc1)C(O)(c1ccccc1)c1ccccc1 | 1 | 10 | 4 | -1 | -5 | 4 | 0.4 | 5 | 5
CC(=O)ON1C(C)(C)CC(OC(=O)c2ccccc2)CC1(C)C | 1 | 0 | -1 | 0 | 6 | 0 | -1.0 | -3 | 0
CN(NS(=O)(=O)c1ccc(F)cc1)c1ncc(C(F)(F)F)cc1Cl | -2 | -1 | -1 | 0 | 9 | -1 | -1.5 | 1 | 2
CC(=O)Nc1ccc(C(O)(C(F)(F)F)C(F)(F)F)cc1 | -6 | 1 | -5 | -14 | -1 | -1 | -2.0 | -1 | 1
COC(=O)CSC1=C(C#N)C(c2ccc(F)cc2)CC(=O)N1 (stereo not drawn) | 2 | -7 | 0 | -5 | -1 | 9 | -2.6 | -3 | -2
Cc1nnc(N2C(=O)C(O)=C(C(=O)c3ccco3)C2c2cccc3ccccc23)s1 (stereo not drawn) | -6 | 21 | -4 | -2 | 1 | -3 | -8.1 | 25 | 26
COc1ccc2[nH]cc(CCNS(=O)(=O)c3ccc(C)cc3)c2c1 | 3 | -3 | -5 | -2 | 1 | 1 | -0.3 | -2 | 2
CCOC(=O)CC(NS(=O)(=O)c1ccc2[nH]c(=O)sc2c1)c1ccc(C)cc1 (stereo not drawn) | 3 | 2 | 3 | 1 | -4 | -1 | 0.1 | 2 | 13
O=C1[C@@H]2CSCN2C(=O)CN1Cc1c(F)cccc1Cl | -6 | 4 | 0 | -3 | -10 | -1 | 2.9 | 2 | 5
CCOC(=O)CSc1nc2ccccc2c(=O)n1C1CCCC1 | 2 | 0 | 0 | -7 | -5 | 3 | -0.3 | -2 | -2
Cc1cccc(NC(=O)c2ccc(S(=O)(=O)C(F)F)cc2)c1C | 4 | -1 | -1 | -1 | 1 | 2 | -1.1 | -27 | -2
CC1(C)NC(=O)N(CCCCOc2ccc3ccccc3c2Cl)C1=O | 9 | 6 | -4 | 0 | 12 | -4 | -0.2 | 9 | 4
COC(=O)[C@H](C)NC(=O)Nc1ccc(OC(F)(F)F)cc1 | 0 | 3 | 2 | -2 | 3 | 1 | 1.5 | -1 | 3
COc1cccc(NC(=O)CSc2ccc(-c3ccco3)nn2)c1 | -1 | 4 | -5 | 0 | 0 | -5 | 1.1 | 9 | 7
CCOc1ccc(S(=O)(=O)N(C)CCO)cc1-c1nc2c(C(C)(C)C)nn(C)c2c(=O)[nH]1 | 4 | -2 | 0 | 0 | 1 | 1 | 1.6 | 5 | 4
Nc1cc(=O)nc(SCC(=O)N(C2CCCCC2)C2CCCCC2)n1-c1ccccc1 | 0 | -2 | 2 | 7 | 1 | -1 | 4.6 | -10 | -5
OC(Cn1cncn1)c1ccc(Cl)cc1 (stereo not drawn) | 1 | 2 | -2 | -1 | -7 | 0 | -2.2 | 2 | 0
Cc1ccc(NC(=O)c2ccc(S(=O)(=O)NCc3cccnc3)cc2)c(C)c1 | -5 | -1 | 1 | 5 | 1 | 1 | 0.9 | -3 | 2
CCCCN(C)C1CCN(C(=S)Nc2ccc(OC)cc2)CC1 | 0 | 1 | -2 | -1 | 1 | 2 | -0.5 | 4 | 4
CCN(CC(=O)Nc1c(F)cccc1F)C(=O)C1CC1C (stereo not drawn) | -2 | 3 | 0 | 2 | -4 | -2 | 1.8 | 2 | 7
CCc1ccccc1NC(=S)N(CCN1CCCCC1)Cc1ccco1 | -2 | 0 | -3 | 2 | 6 | 1 | -0.1 | 11 | 0
Cc1nc2c3cc(F)ccc3n(Cc3ccccc3)c2s1 | 2 | 6 | -8 | -1 | 2 | -9 | 0.2 | 11 | -1
COc1cc(/C=N/NC(=O)CC23CC4CC(CC(C4)C2)C3)cc(Br)c1OCC(=O)N(C)C | -1 | 1 | -2 | -1 | 0 | -7 | 0.9 | 9 | 3
CN(Cc1ccccc1)C(=O)c1ncn(C)c1C(=O)N(C)Cc1ccccc1 | 4 | -3 | 0 | · | · | · | · | -14 | -7
CC(C)[C@H](NC(=O)c1ccc(C(C)(C)C)cc1)C(=O)Nc1nnc(C2CC2)s1 | -6 | 2 | 3 | 2 | 8 | -6 | 0.9 | 0 | 5
O=C(Nc1ncc(Cc2cccc(Cl)c2)s1)C1CCCO1 (stereo not drawn) | -4 | 2 | 1 | -6 | 15 | -2 | 0.1 | 5 | 0
O=C(Cn1ncc2c([nH]c3ccccc32)c1=O)N1CCN(c2ccccn2)CC1 | 3 | 1 | 1 | 4 | 7 | 1 | 2.0 | 2 | 2
CCN(CC)S(=O)(=O)c1ccc(Cl)c(C(=O)Nc2nncs2)c1 | 3 | 2 | -6 | -6 | 3 | 0 | -4.2 | 2 | 3
Cc1ccc(C(=O)NCC(=O)N2CCN(S(=O)(=O)c3cccs3)CC2)s1 | 6 | -8 | 1 | 1 | 2 | -4 | 3.7 | -2 | -2
CCC(c1nnnn1Cc1ccccc1)N(Cc1ccco1)Cc1cc2cc(OC)ccc2[nH]c1=O (stereo not drawn) | 0 | 5 | -11 | -1 | 2 | -2 | -1.4 | 4 | 6
O=C(O)C1CCCCC1C(=O)Nc1cccc2ccccc12 (stereo not drawn) | 9 | -4 | -6 | 0 | 4 | 3 | -1.4 | 1 | 1
O=[N+]([O-])c1ccc(S(=O)(=O)N2CCSC2c2ccco2)cc1 (stereo not drawn) | 0 | 4 | -6 | 1 | 6 | 1 | 0.1 | 16 | 11
CCN(Cc1cnn(C)c1)C(=O)C1CCC(=O)N(CCc2ccc(OC)cc2)C1 (stereo not drawn) | 2 | -3 | -1 | 1 | 4 | -2 | 5.5 | -3 | 3
C#CCO[C@@H]1C[C@H](n2cnc3c(=O)[nH]c(NC(=O)C(C)C)nc32)O[C@@H]1CO | 3 | 1 | 0 | -2 | -3 | 1 | 0.0 | 0 | 3
CCN(CC)CCCNC(=O)c1ccc(OCC(=O)Nc2ccccc2C(F)(F)F)c(OC)c1 | 1 | -8 | -1 | 1 | 6 | 2 | 0.6 | 4 | 0
CCOc1ccc(C(=O)NCC(=O)N2CCCC2)cc1 | -2 | 4 | -3 | -2 | -2 | -1 | -0.4 | 1 | 4
CCOc1ccc(CN(C)C(=O)NNC(=O)c2ccc(C)cc2)cc1OC | -1 | 2 | -8 | 5 | -1 | -1 | -1.0 | -2 | -3
O=C(NC(NC(=S)Nc1ccc(Cl)cc1Cl)C(Cl)(Cl)Cl)c1cccc([N+](=O)[O-])c1 (stereo not drawn) | -146 | 8 | -13 | -2 | -53 | -73 | 3.2 | 7 | -1
COc1ccc(C(=O)NC2CCN(CC(=O)NCc3cccc(OC)c3)CC2)cc1 | -1 | 0 | 1 | 1 | 3 | -1 | 0.1 | 3 | 2
Cc1ccc(CNC(=O)Cn2ccc(NC(=O)OCc3ccccc3)nc2=O)o1 | -5 | -5 | -1 | · | · | · | · | -5 | -1
O=S(=O)(c1ccc(Cl)cc1)N1CCCC1c1nc2ccccc2s1 (stereo not drawn) | -3 | -2 | -5 | -1 | -4 | -1 | 0.0 | 0 | 1
Cc1ccc(NC2CCCN(C(=O)c3ccc(F)cc3)C2)cc1C (stereo not drawn) | -2 | 0 | 1 | 2 | 10 | -1 | 0.6 | 7 | 15
C=CCNC(=O)c1ccc(N(Cc2ccccc2)S(C)(=O)=O)cc1 | -5 | 2 | -3 | 0 | 0 | 2 | -1.5 | -2 | 0
CCOc1ccccc1NC(=O)C1=C(C)NC(=O)NC1c1cccs1 (stereo not drawn) | -2 | 2 | 4 | 0 | -3 | 0 | -2.3 | 3 | 4
O=C(O)CSc1nnc(Cn2cnc3ccccc32)n1CCc1ccccc1 | 4 | 0 | -1 | -2 | 5 | -1 | 0.1 | -12 | -5
CCS(=O)(=O)N1CCN(Cc2c[nH]c3ccccc23)CC1 | -1 | 4 | 1 | 6 | 15 | 6 | -1.6 | 0 | 3
COc1ccccc1-c1nnc(SCC(=O)c2ccc(C3CCCCC3)cc2)n1Cc1ccco1 | -8 | 0 | -4 | -2 | -6 | 1 | 2.1 | -4 | -2
COc1ccc(N(C)C(=O)c2cnc(N3CCN(c4ncccn4)CC3)c3ccccc23)cc1 | -7 | -3 | -1 | 1 | -4 | 3 | 1.4 | 0 | 2
CC(=O)c1ccc(N2CCN(C(=O)C3CCCN3S(=O)(=O)c3cccc4nsnc34)CC2)cc1 (stereo not drawn) | -2 | -7 | -1 | -4 | 4 | 3 | 2.3 | -1 | 1
Cc1cc(C)cc(OCCCCCNCCO)c1 | -2 | -2 | 1 | -2 | 1 | -3 | · | -1 | -4
O=C(c1ccco1)N1CCN(CC(O)Cn2c3ccccc3c3ccccc32)CC1 (stereo not drawn) | -6 | -7 | -4 | -6 | -7 | -10 | 0.5 | -4 | -5
CCCCCn1c(=N)c(S(=O)(=O)c2ccc(Cl)cc2)cc2c(=O)n3cccc(C)c3nc21 | -2 | 7 | 3 | 0 | 8 | 6 | -2.1 | -2 | 0
CCCCCOc1ccc(/C=C/c2c([N+](=O)[O-])c(=O)n(C)c(=O)n2C)cc1 | -7 | 7 | 4 | -4 | 4 | 0 | -0.2 | 7 | 3
Cc1ccc(C(=O)COC(=O)CCC(=O)NC2CCCCC2)cc1[N+](=O)[O-] | 2 | -7 | 1 | -1 | 4 | 2 | -0.6 | 15 | 2
CCOC(=O)c1ccc(NCc2ccc3c(c2)OCO3)cc1 | 2 | 1 | -1 | -3 | 1 | 0 | -0.8 | -3 | 0

The list is partial (hit frequency here may not be typical).
